Bioassay records (PubChem BioAssay)
M4 antag – CHRM4 antagonism in calcium assay; AID 624125; CHO-hM4 cells, ACh EC80, Fluo-8 calcium fluorescence; P08173; actives 0.73% (n = 360,000); inhibition, % at 3 µM;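 active = inhibition above its plate's cutoff, the mean inhibition of sample wells plus 3 SD, cut at about 27% in these data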;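 also: 0% = acetylcholine EC80 with DMSO and 100% = DMSO without agonist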
Target sequence (P08173 whole entry, looked up): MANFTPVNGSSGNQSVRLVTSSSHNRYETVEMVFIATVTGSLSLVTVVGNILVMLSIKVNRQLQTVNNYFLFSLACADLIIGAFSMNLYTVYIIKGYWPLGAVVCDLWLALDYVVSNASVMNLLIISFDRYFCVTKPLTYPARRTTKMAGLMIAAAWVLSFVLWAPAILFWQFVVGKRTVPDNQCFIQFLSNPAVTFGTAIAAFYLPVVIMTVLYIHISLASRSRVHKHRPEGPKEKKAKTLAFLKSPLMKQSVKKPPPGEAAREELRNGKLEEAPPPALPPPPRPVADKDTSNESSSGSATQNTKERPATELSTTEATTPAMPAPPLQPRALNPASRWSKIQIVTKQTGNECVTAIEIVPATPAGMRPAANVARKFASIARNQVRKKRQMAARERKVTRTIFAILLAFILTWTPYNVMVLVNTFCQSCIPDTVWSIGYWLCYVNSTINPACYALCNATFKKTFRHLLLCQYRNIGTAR
M1 antag – human CHRM1 antagonism; inhibition, % at 3 µM; P11229; actives 1.3% (n = 360,000); AID 588852; CHO-K1 hM1, Fluo-8 calcium fluorescence, ACh EC80 antagonist;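 active = percent inhibition above its own plate's cutoff, namely the mean of that plate's compound wells plus 3 SD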;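 also: peak over basal fluorescence ratio during 140 s after agonist addition; 0% = ACh EC80 plus DMSO and 100% = DMSO alone without agonist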
Target sequence (P11229 whole entry, looked up): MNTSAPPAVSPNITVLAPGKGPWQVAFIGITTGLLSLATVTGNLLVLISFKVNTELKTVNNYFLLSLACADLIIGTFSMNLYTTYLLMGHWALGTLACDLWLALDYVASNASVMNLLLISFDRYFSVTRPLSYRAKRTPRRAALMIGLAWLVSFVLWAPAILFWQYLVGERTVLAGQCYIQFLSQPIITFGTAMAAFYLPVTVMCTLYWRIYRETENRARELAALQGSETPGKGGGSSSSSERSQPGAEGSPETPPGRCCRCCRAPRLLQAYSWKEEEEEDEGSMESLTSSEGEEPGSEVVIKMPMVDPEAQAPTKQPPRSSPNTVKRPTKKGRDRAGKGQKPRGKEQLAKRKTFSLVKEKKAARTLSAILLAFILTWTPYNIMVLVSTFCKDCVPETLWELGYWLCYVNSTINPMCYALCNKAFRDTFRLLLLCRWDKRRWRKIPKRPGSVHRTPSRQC
M5 PAM – CHRM5 positive allosteric modulation. P08912. CHO-K1 hM5, Fluo-8 calcium, ACh EC20 PAM; 0% = ACh EC20, 100% = ACh EC100. activation, % at 3 µM. actives 0.3% (n = 360,000). AID 624038;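 active = activation above the run cutoff, the mean activation of all test compounds plus 3 SD, cut at about 18% in these data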
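Measured by: Fluo-8 calcium fluorescence; material: human M5 receptor in CHO-K1 cells; schedule: Post-acetylcholine fluorescence recording 140 s; benchmarks: low control EC20 acetylcholine (0%), high control EC100 acetylcholine (100%); read-out: Max/basal fluorescence ratio as % of EC20–EC100 ACh window; compound: single dose, 3 µM nominal final test concentration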
M1 PAM – positive allosteric modulators of human M1 muscarinic receptor | actives 0.088% (n = 360,000) | P11229 | CHO-K1 hM1, Fluo-8 calcium fluorescence, ACh EC20; 0% = ACh EC20, 100% = maximal ACh | AID 588819 | activation, % at 3 µM; in the data active = activation above about 19%, passing the limit was not always enough
CHRM5 agonist – agonists of human muscarinic M5 receptor (CHRM5); P08912; CHO-K1 hM5 cells, Fluo-8 calcium fluorescence; 0% DMSO wells, 100% maximal acetylcholine response; activation, % at 3 µM; actives 0.19% (n = 360,000); AID 624037;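 active = activation above the run's mean over test compounds plus 3 SD, cut at about 23% in these data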;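 also: signal is peak over basal fluorescence ratio across the kinetic read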
CRFBP-R2 agonist – CRF-BP/CRF-R2 complex agonism; HEK293 CRF-R2/CRF-BP, calcium dye fluorescence (FLIPR); percent of saturating CRF peptide response; actives 0.46% (n = 350,000); activation, % at 13.2 µM; AID 588473;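 active = activation of at least 50%, plus an integration ratio under a set limit after plate pattern correction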;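 also: plate controls were neutral control wells without compound for no effect and CRF at EC100 for full effect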
CHRM5 antagonist – antagonists of human muscarinic M5 receptor (CHRM5) | CHO-hM5 cells, Fluo-8 calcium fluorescence, ACh EC80 | inhibition, % at 3 µM | actives 0.59% (n = 360,000);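 active = inhibition above a per-plate cutoff, the mean of that plate's test compounds plus 3 SD, cut at about 27% in these data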;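 also: 0% = acetylcholine EC80 with DMSO and 100% = DMSO without agonist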
M4 ag – agonists of human muscarinic M4 receptor (CHRM4); P08173; CHO-K1 hM4/Gqi5, Fluo-8 calcium fluorescence; vehicle 0%, full acetylcholine response 100%; activation, % at 3 µM; actives 0.14% (n = 360,000);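 active = activation above the run mean over all test wells plus 3 SD, cut at about 32% in these data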;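 also: peak over basal fluorescence ratio per well then scaled between controls; 0% = DMSO wells and 100% = acetylcholine at EC100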
M4 PAM – CHRM4 positive allosteric modulation; P08173; CHO-K1 hM4/Gqi5, Fluo-8 calcium fluorescence, ACh EC20; 0% = ACh EC20, 100% = maximal ACh; activation, % at 3 µM; actives 0.4% (n = 360,000); AID 624126;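 active = activation above its plate's cutoff, the mean activation of sample wells plus 3 SD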; also: some results filed as inactive read as strong as hits
The depositor's hits bear a star; . = no result given.

Fields – M4 antag	M1 antag	M5 PAM	M1 PAM	CHRM5 agonist	CRFBP-R2 agonist	CHRM5 antagonist	M4 ag	M4 PAM
#1 Cc1ccc(C2=NN(C(=O)CCC(=O)O)C(c3ccc4c(c3)OCO4)C2)cc1 (stereo not given)
→ 1	-16	3	15	-3	-0.6	7	1	5
#2 CN1C(=O)C(CC(=O)Nc2ccccc2F)N(NC(=O)c2ccc(Br)cc2)C1=S (stereo not given)
→ -7	-11	-5	6	-1	-3.3	11	4	2
#3 COc1ccc(C#Cc2c(-c3ccc(OC)cc3)oc3ccc(-c4ccc5c(c4)OCO5)cc23)cc1
→ 8	-9	-8	10	1	2.4	14	1	-1
#4 O=c1cnnc(SCc2ccc([N+](=O)[O-])cc2)[nH]1
→ -1	-8	5	12	3	-0.8	-19	1	-5
#5 Cc1ccc(CNC(=O)c2cnc3ccccc3n2)cc1
→ 5	-9	-6	4	0	-0.3	8	8	-1
#6 CCCCNC(=O)C1C2C=CC3(CN(Cc4ccc(C)cc4)C(=O)C13)O2 (stereo not given)
→ -3	-6	-5	6	-7	-2.0	-3	0	4
#7 Cc1cc(C)cc(NC(=O)COc2coc(CN3CCN(c4ccccc4)CC3)cc2=O)c1
→ -12	-18	4	8	3	-0.8	-6	6	0
#8 Cc1cc2c(sc3ccccc32)c(C)n1
→ -3	-8	9	11	-4	-0.5	-6	1	-2
#9 COc1ccc(NC(=O)C2CC(c3ccc(Cl)cc3)=NO2)cc1 (stereo not given)
→ -15	-11	-3	12	3	-0.8	6	0	-3
#10 O=C(CSc1nnc(-c2cccc(Br)c2)o1)N1CCOCC1
→ -7	-1	-3	2	0	-0.5	-4	2	2
#11 CN(C(=O)c1cccc(NC(=O)C2CCN(C(=O)OC(C)(C)C)CC2)c1)C1CCCCC1
→ -6	-6	-13	-3	-3	-0.4	11	13	-9
#12 O=C(N/N=C/c1ccc([N+](=O)[O-])cc1)c1ccccc1OCc1ccccc1
→ 0	0	-7	0	-2	2.6	9	0	-4
#13 O=C1C=CC(=O)N1c1ccccc1N1C(=O)C=CC1=O
→ -1	-7	-2	3	5	3.9	0	3	4
#14 CC(C)OCCCNC(=O)C1CCN(S(=O)(=O)c2ccc3nc4c(c(C(=O)O)c3c2)CCCCC4)CC1
→ -3	-11	4	17	-2	-0.8	1	0	3
#15 CCOC(=O)N1CCC(NC(=O)C2CCN(Cc3nc(-c4ccc(CC)cc4)oc3C)CC2)CC1
→ -1	-23	-6	5	-2	-1.3	2	0	-7
#16 C=CCc1cccc(/C=N/c2ncccc2O)c1O
→ 6	2	4	0	1	2.7	-5	1	-4
#17 Cc1cccc(C)c1NC(=O)CN(C)CC(=O)Nc1cc(Cl)ccc1C#N
→ -1	0	9	-3	-3	-1.9	5	6	1
#18 O=S(=O)(c1cccs1)N1CN(Cc2cccs2)c2nc3ccccc3nc21
→ -7	-7	-1	6	4	1.4	-5	6	3
#19 CCCCCn1c(CNC(=O)CCC)nc2ccccc21
→ -8	-13	-4	3	-1	2.2	-2	1	8
#20 COc1ccc(CCNC(=S)NNC(=O)c2c(Br)c(C)nn2C)cc1OC
→ 1	-5	-2	5	2	1.9	-7	0	2
#21 CCOC(=O)Cn1c(=O)oc2cc(S(=O)(=O)Nc3cc(OCC)ccc3OCC)ccc21
→ 6	22	-15	-11	3	1.1	8	6	-8
#22 CN1CCN(c2nc3ccccn3c(=O)c2C=C(C#N)C#N)CC1
→ -3	-13	2	12	-2	3.0	2	0	5
#23 COc1cc2c(=O)n(C)c3ccccc3c2cc1OC
→ -4	0	-2	-1	0	5.8	2	2	-1
#24 O=S1(=O)c2c(F)cccc2OC(COc2ccccc2)CN1CCc1ccc(F)cc1 (stereo not given)
→ -3	3	-8	0	1	8.6	1	2	-5
#25 COc1ccc2c(c1OC)C(=O)OC2C/C(=N\NC(N)=O)c1ccccc1 (stereo not given)
→ 12	-5	-4	7	-1	0.4	7	1	5
#26 COc1cc(CC(=O)OCc2ccccc2F)cc(OC)c1OC
→ 3	-12	-1	8	4	1.7	-1	5	-3
#27 CCOC(=O)N1CCN(C(=O)C(=O)N/N=C/c2ccc(OC)cc2OC)CC1
→ 6	-13	1	7	5	-1.5	0	1	-12
#28 COC(=O)c1ccc(C2/C(=C(/O)c3ccc(Cl)cc3)C(=O)C(=O)N2C2CCS(=O)(=O)C2)cc1 (stereo not given)
→ 6	-15	1	15	-4	1.3	2	0	3
#29 COC(=O)Cc1c(C)c2c(O)cc(C)cc2oc1=O
→ -7	-2	1	11	2	-2.9	-6	1	9
#30 O=C(NNC(=O)c1ccc(Cl)cc1Cl)c1cccs1
→ -7	-11	-12	12	-4	0.5	23	1	8
#31 CCOC(=O)/C(=C\c1ccccc1)C(=O)c1cc(C(C)=O)c(Nc2ccccc2)s1
→ -3	-16	-4	-1	-1	7.1	6	1	2
#32 COC(=O)C1=CN(c2ccc(Oc3ccccc3)cc2)C(N)=C(C#N)C1c1cccc(OC)c1OC (stereo not given)
→ 6	.	-12	.	-1	.	8	10	-7
#33 O=C(C1CCN(CCCc2ccccc2)CC1)N(CCc1ccccc1)Cc1ccccc1
→ -10	4	-8	-14	-6	1.3	12	6	-4
#34 COc1ccc(CNC(=O)CSc2nc3ccc(C)cc3[nH]2)cc1
→ -6	-16	1	6	-5	-1.5	2	1	9
#35 Cc1cc(C)c2c(c1)/C(=N/NC(=O)c1ccc(O)cc1)CCC2
→ 8	0	1	4	-3	0.5	4	0	-3
#36 O=C(NCCN1CCCCC1)c1ccco1
→ -6	-32	-2	0	-2	0.1	-2	0	1
#37 Cc1ccc(/C=N/NC(=O)C[n+]2ccccc2)s1
→ 0	-8	5	5	-7	0.7	0	1	15
#38 CCN(CC)c1nc2c(c(=O)[nH]c(=O)n2C)n1Cc1ccccc1Cl
→ -3	-8	7	7	-2	-1.6	6	1	3
#39 O=C(NCCc1ccccc1)C(=O)NCC1OCCN1S(=O)(=O)c1ccc(Cl)cc1 (stereo not given)
→ -4	-4	-2	2	2	-2.8	11	6	-5
#40 C/C(=N\NC(=O)C(N)=O)c1ccc(OC(F)F)cc1
→ -14	-6	5	4	-2	-0.4	-12	1	2
#41 COc1ccc(C(=O)N/N=C/c2ccc(N3CCOCC3)o2)cc1OC
→ 8	-5	-1	4	-1	-0.1	-1	1	7
#42 O=C(NCc1cc([N+](=O)[O-])ccc1O)c1cccc(NS(=O)(=O)c2ccccc2)c1
→ -10	-1	-5	2	-4	-0.4	1	3	3
#43 COc1ccc(/C(N)=N/OC(=O)C2CCCCC2)cc1OC
→ -15	-13	2	6	-4	-2.8	-9	1	4
#44 COC(=O)[C@@]1(Cc2ccc(F)cc2)[C@H]2c3cc(C(=O)N4CCCC4)n(CCCNc4ncc(C(F)(F)F)cc4Cl)c3C[C@H]2CN1C(=O)c1ccccc1
→ 2	-5	6	6	-2	1.2	-1	0	4
#45 CC1(C)C2CCC1(C)C(NC1=NCCC1)C2 (stereo not given)
→ 4	10	-7	-4	-9	1.2	1	0	-8
#46 Cc1nnc(NC(=O)c2ccc(-c3ccc([N+](=O)[O-])cc3)o2)s1
→ -8	-1	-6	0	-2	-2.1	0	1	-1
#47 NC(=O)c1ccsc1NC(=O)CS(=O)(=O)c1ccccc1
→ -7	-8	10	7	1	0.3	3	1	6
#48 CC1(C)CC(C)(O)N(Cc2ccccc2)C(=S)N1 (stereo not given)
→ 6	-6	-5	4	-3	-3.1	5	0	-1
#49 CN(c1ccccc1)S(=O)(=O)c1ccc(NC(=S)Nc2ccccc2)cc1
→ -6	-12	2	8	-1	1.4	-4	1	8
#50 CCC(C)NS(=O)(=O)c1ccc(OCC(=O)NCc2ccc(OC)cc2)cc1 (stereo not given)
→ -13	-7	3	8	0	-3.2	1	2	11

(further entries)
Fields – M4 antag	M1 antag	M5 PAM	M1 PAM	CHRM5 agonist	CRFBP-R2 agonist	CHRM5 antagonist	M4 ag	M4 PAM
#51 Cc1ccc(OCCSc2nc3ccccc3n2CC(=O)O)cc1C
→ 10	-5	-4	3	3	-1.1	-9	0	-3
#52 CN(C)CCCN1C(=O)C(=O)/C(=C(/O)c2ccncc2)C1c1cccnc1 (stereo not given)
→ -4	-8	-5	8	1	-0.1	2	0	4
#53 CC1CCCN(C(=O)C2CCN(C(=O)Nc3ccccc3)CC2)C1 (stereo not given)
→ -4	-3	-1	5	2	1.2	-1	0	7
#54 CCN=C1S/C(=C\c2ccc(-c3cccc(C(=O)O)c3)o2)C(=O)N1CC
→ -1	-10	6	8	-1	2.4	-3	1	3
#55 COc1cc(OC)c(NC(=O)Nc2ccc(OC)c(OC)c2)cc1Cl
→ -8	-4	-6	1	1	-0.5	2	2	0
#56 C=CCN(CC=C)CCOc1ccccc1[N+](=O)[O-]
→ 0	-10	-4	4	-10	-2.1	-9	1	-3
#57 O=C(CCCN1CCC(O)(c2ccc(Br)cc2)CC1)c1ccc(F)cc1
→ -4	-2	-12	-12	3	-0.4	8	12	-8
#58 CC(C)(C)Cc1nnc(NC(=O)CSc2ccccc2)s1
→ -3	-3	4	1	2	0.6	4	1	1
#59 CC(=O)c1c(C)[nH]c(C(=O)Nc2cccc(C)n2)c1C
→ -21	-9	-10	7	-3	-0.5	10	4	1
#60 CC(C)(C)NC(=O)c1nc2nc(-c3ccccc3)cc(C(F)(F)F)n2n1
→ 1	-2	0	7	0	-4.6	-6	1	-2
#61 O=C(CNc1ccc2ccccc2c1)NNC1=NCCC1
→ 6	6	-3	0	-2	-2.1	5	1	8
#62 O=C(O)CCCCCNCc1ccncc1
→ 3	11	1	-7	-1	-1.1	1	1	-5
#63 CN1CCCN(S(=O)(=O)c2cccc(Cl)c2Cl)CC1
→ -1	-3	5	4	-16	1.4	4	1	1
#64 C=CCn1c(CSc2nc3ccccc3s2)n[nH]c1=S
→ 2	7	-5	-5	-2	1.2	4	3	-2
#65 Cc1cnc(C)c(N(C)NC(=S)Nc2ccccc2)n1
→ -2	-19	2	6	1	4.0	0	1	12
#66 COc1ccc(-c2nc(CS(=O)(=O)CC(=O)NCc3cccc(Br)c3)c(C)o2)cc1
→ -5	-5	3	-1	0	-2.0	-9	1	4
#67 COc1ccc(-c2ccc(CN3C(C(C)C)C(=O)N(Cc4cn(CC5CCCCC5)nn4)CCS3(=O)=O)cc2)cc1OC (stereo not given)
→ -10	0	-3	-2	1	2.0	-9	1	-5
#68 CC12CC3CC(C)(C1)CC(C(=O)NC(=S)N1CCCCC1)(C3)C2
→ 0	-7	-3	0	3	-1.3	5	-2	4
#69 Fc1ccccc1N1CCN(Cc2nc(-c3ccc(Cl)cc3Cl)no2)CC1
→ 15	-7	-1	2	-8	2.3	-6	1	0
#70 COc1ccccc1CNC(=O)Cc1c[nH]c2ccccc12
→ -4	20	-1	8	-3	-2.2	11	1	3
#71 Cn1ncc2c(NNC(=O)C3CCCCC3)ncnc21
→ 5	14	1	-3	1	0.1	6	0	-7
#72 CCCC(NCC(=O)Nc1ccccc1C(=O)NC1CC1)c1ccccc1 (stereo not given)
→ 2	-3	-2	1	3	-0.9	6	5	-4
#73 CC1(c2ccc([N+](=O)[O-])cc2)NC(=O)N(CC(=O)c2ccc3c(c2)OCO3)C1=O (stereo not given)
→ -7	-1	-15	1	36*	60*	6	33*	-6
#74 Brc1cc2c(cc1C1Nc3ccccc3C3C=CCC31)OCO2 (stereo not given)
→ 1	-9	-1	2	-1	1.8	0	-1	1
